Screening results: PubChem, Sanford-Burnham Center for Chemical Genomics
APOBEC3G inh – inhibitors of human APOBEC3G DNA deaminase; actives 0.28% (n = 330,000); recombinant A3G, ssDNA deamination FAM/TAMRA fluorescence; inhibition, % at 20 µM; Q9HC16;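 active means inhibition of at least 40% at 20 µM, with no more than 30% in the related APOBEC3A deaminase screen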;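 further: plate controls were DMSO wells with A3G for no effect and wells lacking A3G enzyme for full effect; some compounds called inactive have numbers as strong as hits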
SENP6 block – blocks the human protease SENP6 | Recombinant SENP6 catalytic domain, aminoluciferin luminescence | inhibition, % at 10 µM | actives 1.8% (n = 330,000);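 active means inhibition above about 50% at the single tested dose, limit read from the data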;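 further: plate controls were DMSO wells with enzyme for no effect and DMSO wells lacking enzyme for full effect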
UBC13 inh – inhibitors of human UBC13 polyubiquitin chain formation; P61088; TR-FRET; inhibition, % at 20 µM; actives 0.47% (n = 330,000); in the data active means inhibition above about 45%, passing the limit was not always enough
Target sequence (P61088 whole entry, looked up): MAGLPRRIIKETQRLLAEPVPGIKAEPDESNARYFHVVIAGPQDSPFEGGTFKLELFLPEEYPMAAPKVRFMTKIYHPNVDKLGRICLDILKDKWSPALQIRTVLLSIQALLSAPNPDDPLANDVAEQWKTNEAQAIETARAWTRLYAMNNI
SENP8 block-1 – blocks human SENP8 cleavage of Nedd8 substrate; inhibition, % at 20 µM; Q96LD8; AID 602440; recombinant SENP8, Nedd8 substrate fluorescence; actives 0.64% (n = 360,000); in the data active means inhibition mostly above about 40%, no sharp cut-off; inactive means mostly below about 27%
Target sequence (Q96LD8 whole entry, looked up): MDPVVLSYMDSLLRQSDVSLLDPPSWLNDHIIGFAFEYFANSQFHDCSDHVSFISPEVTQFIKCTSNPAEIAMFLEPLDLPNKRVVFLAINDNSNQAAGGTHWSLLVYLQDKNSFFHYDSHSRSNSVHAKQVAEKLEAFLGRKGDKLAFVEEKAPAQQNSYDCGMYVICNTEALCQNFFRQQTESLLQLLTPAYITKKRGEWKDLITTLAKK
SENP1 FRET inh – SENP1 (human) catalytic domain inhibition; Q9P0U3; recombinant SENP1 catalytic domain, CyPet-SUMO1-YPet FRET cleavage; inhibition, % at 10 µM; actives 0.21% (n = 360,000); AID 624204;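 active means inhibition at least 30% at 10 µM, raw YFP signal under a set limit, fluorescence ratio 0.5 to 1.5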;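 further: 0% = enzyme with DMSO and 100% = no enzyme wells; some results filed as inactive read as strong as hits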
Target sequence (Q9P0U3 419-644 limits assumed): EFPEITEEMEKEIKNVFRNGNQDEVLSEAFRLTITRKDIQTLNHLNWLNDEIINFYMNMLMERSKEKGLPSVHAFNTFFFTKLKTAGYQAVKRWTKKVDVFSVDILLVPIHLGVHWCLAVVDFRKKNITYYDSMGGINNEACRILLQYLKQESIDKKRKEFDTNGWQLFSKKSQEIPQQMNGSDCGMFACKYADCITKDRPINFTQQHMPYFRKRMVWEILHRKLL
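Test system: human SENP1 catalytic domain; medium: Tris pH 8 buffer plus EDTA, NaCl, BME, BSA, NP40, catalase; incubation: 50 min reaction at room temperature; technique: FRET, CFP and YFP emission; controls: no-enzyme low control and enzyme-plus-DMSO high control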
Apaf1 inhib – human Apaf-1 inhibition. inhibition, % at 20 µM. O14727. reconstituted apoptosome caspase-3 activity, DEVD-Rh110 fluorescence. actives 0.71% (n = 330,000); active means inhibition of at least 40% at 20 µM;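 further: plate controls were DMSO wells for no effect and DEVD-CHO caspase inhibitor wells for full effect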
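Assay system: Apoptosome proteins | Medium: pH 7.5 Hepes buffer with CHAPS, BSA, DTT | Also added: Cytochrome c and DEVD-Rh110 substrate | Times: 30 min plus 50 min, RT | Detection: Rhodamine 110 fluorescence at Ex 480/Em 540 nm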
SENP7 inh – inhibitors of human SENP7 protease; Q9BQF6; recombinant SENP7, Z-RLRGG-aminoluciferin luminescence, 40 min; inhibition, % at 5 µM; actives 1.5% (n = 330,000); AID 434973;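 active means inhibition above about 50% at the single test dose, limit read from the data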;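 further: plate controls were DMSO with enzyme for no effect and no enzyme buffer wells for full effect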
Target sequence (Q9BQF6 706-1050 limits assumed): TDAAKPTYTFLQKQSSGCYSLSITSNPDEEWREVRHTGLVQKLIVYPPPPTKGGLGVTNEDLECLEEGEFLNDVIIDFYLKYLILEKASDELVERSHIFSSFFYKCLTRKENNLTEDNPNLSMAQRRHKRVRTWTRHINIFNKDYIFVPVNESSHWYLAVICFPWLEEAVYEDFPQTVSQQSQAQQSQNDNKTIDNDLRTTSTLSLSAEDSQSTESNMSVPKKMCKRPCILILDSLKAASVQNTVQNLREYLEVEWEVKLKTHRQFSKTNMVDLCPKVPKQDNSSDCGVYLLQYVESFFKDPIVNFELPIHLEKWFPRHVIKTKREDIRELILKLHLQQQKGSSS
SENP8 block-2 – inhibitors of human SENP8 protease; Q96LD8; purified SENP8, Z-RLRGG-aminoluciferin cleavage, luminescence; inhibition, % at 10 µM; actives 1.2% (n = 330,000); AID 2540; in the data active means inhibition above about 50%
* marks the source's active call; other numbers are inactive results.

| mol | APOBEC3G inh | SENP6 block | UBC13 inh | SENP8 block-1 | SENP1 FRET inh | Apaf1 inhib | SENP7 inh | SENP8 block-2 |
| --- | --- | --- | --- | --- | --- | --- | --- | --- |
| CCN(C[C@H]1N[C@@](Cc2ccccc2)(C(=O)OC)[C@H]2C(=O)N(C)C(=O)[C@@H]12)C(C)=O | -6 | -23 | -9 | 4 | 0 | 2 | -10 | -12 |
| CC1CCN(C(c2ccccc2)c2nnnn2C(C)(C)C)CC1 (stereo unspecified) | -4 | -3 | 5 | 19 | 3 | 3 | 1 | 4 |
| Cc1occc1C(=O)NNC(=O)C1CC1 | -7 | -7 | 2 | 17 | -1 | -3 | 6 | 8 |
| CC(C)Cc1ccc(CN2CCCC(NC(=O)c3nn(C)c(=O)c4ccccc34)C2)cc1 (stereo unspecified) | 0 | -3 | -1 | 3 | 2 | 38 | 1 | 2 |
| O=C1NC(=O)c2cc(Br)cc3cccc1c23 | 10 | -2 | -16 | 13 | 0 | 11 | 4 | -4 |
| O=C(NCCO)c1nc(NCCO)c2ccccc2n1 | -1 | -5 | -5 | -1 | -1 | 0 | -5 | -2 |
| O=C(NC1CCN(Cc2ccccc2)CC1)c1ccc(S(=O)(=O)NCc2ccco2)cc1 | -13 | 3 | 3 | 28 | 1 | -17 | -6 | 0 |
| CCCCCCCNC(=O)C1(CC2CC(c3ccc(Cl)cc3)=NO2)CCN(C(=O)CCCCCBr)CC1 (stereo unspecified) | -8 | 3 | 31 | 9 | 3 | 30 | 1 | -3 |
| CC(C)(C)c1cc(C(=O)NNc2ccc(OC(F)(F)F)cc2)n(Cc2ccccc2)n1 | -2 | -12 | -7 | 19 | 1 | 2 | -1 | -9 |
| O=C(Cc1ccc(F)cc1)NCCS(=O)(=O)N1CCN(c2cccc(Cl)c2)CC1 | -10 | -9 | -2 | -4 | 2 | 20 | -15 | -19 |
| COc1ccc(OC)c(NC(=O)Cn2cc(C#N)c3cc(Br)ccc32)c1 | 0 | -9 | 13 | 14 | 0 | 12 | 5 | -4 |
| COC(=O)c1ccccc1NC(=S)NC(=O)COc1ccccc1 | -10 | -8 | 1 | -11 | 0 | 3 | 3 | -7 |
| COc1cccc(NC(=O)C2CCN(C(=O)NC3CCCCC3)CC2)c1 | -2 | -14 | 3 | 6 | 1 | -5 | 0 | 4 |
| O=C(CSCC(=O)NCc1ccco1)NCc1ccco1 | 0 | -22 | 6 | 2 | 0 | -15 | 15 | -4 |
| COc1cc2nc(CSc3ncn[nH]3)[nH]c(=O)c2cc1OC | -5 | -2 | -8 | -16 | -2 | -1 | 3 | 4 |
| CCOC(=O)c1cccc(NC(=O)C2(S(=O)(=O)c3ccc(C)cc3)CC2)c1 | 7 | -11 | 4 | 13 | -1 | 10 | 1 | 1 |
| N#CCCN(C(=O)COC(=O)C12CC3CC(CC(O)(C3)C1)C2)c1ccc(F)cc1 | -2 | 0 | 14 | 7 | 0 | 43* | -8 | -12 |
| CCOC(=O)c1cc(-c2csc(COc3ccccc3)n2)on1 | -5 | 0 | 1 | 4 | 3 | -1 | -3 | -5 |
| CCCCCC(=O)Nc1ccc(C2C(=O)c3ccccc3C2=O)cc1 | -7 | -12 | -21 | 2 | 0 | 8 | -5 | -7 |
| O=C(c1ccc(CN2CCOCC2)cc1)N1CCN(c2ccccc2)CC1 | -1 | -10 | 0 | 13 | 1 | 6 | -18 | -7 |
| CC(Oc1ccc2c(c1)oc(=O)c1ccccc12)C(=O)NCCN1CCOCC1 (stereo unspecified) | -10 | -9 | 11 | -330 | 6 | 3 | -11 | -1 |
| Cn1nc(-c2ccccc2)c(CO)c1Oc1cccc(C(F)(F)F)c1 | -7 | -9 | 6 | 4 | 4 | -7 | 2 | 8 |
| O=C(NC1CCCC1)C(c1ccncc1)N(C(=O)c1csnn1)c1ccc(F)c(Cl)c1 (stereo unspecified) | -1 | -35 | -5 | 10 | 2 | 0 | 1 | 0 |
| O=C(COC(=O)C1CCN(S(=O)(=O)c2cccs2)CC1)NCc1ccc(F)cc1 | 0 | -11 | -1 | 6 | 1 | -10 | 13 | -12 |
| CC(=O)N1c2ccc(S(=O)(=O)N3CCCC3)cc2CC1C(=O)NCc1ccccc1F (stereo unspecified) | 2 | 0 | 2 | 8 | 1 | 1 | 0 | -1 |
| CC(=O)NC(c1cc(F)c2cccnc2c1O)C1CC1 (stereo unspecified) | -6 | 8 | 1 | 4 | 0 | -12 | 8 | -1 |
| O=C(COc1ccc(Cl)cc1)NCC(=O)N1CCC2(CC1)NCCc1[nH]cnc12 | -9 | -4 | 8 | 10 | 2 | 1 | 2 | -3 |
| O=C(NC1CCS(=O)(=O)C1)OC1CCCCC1 (stereo unspecified) | -5 | 4 | 4 | 16 | 2 | -13 | 0 | 2 |
| COc1ccc(NCc2ccccc2[N+](=O)[O-])cc1OC | -2 | 3 | -25 | 25 | -6 | 14 | 0 | 1 |
| COc1ccnc2c1c(=O)n(Cc1cccc(Cl)c1)c(=O)n2C | -3 | 1 | 38 | -7 | -2 | 4 | -3 | 18 |
| CC(=O)c1sc(NC(=O)C2CCN(C(=O)c3ccc(F)cc3)CC2)nc1-c1ccccc1 | -7 | 12 | 10 | -4 | 2 | 12 | -2 | 1 |
| COc1ccc(-n2ncc(C(C)NS(=O)(=O)c3ccc(C(C)=O)cc3)c2C)cc1 (stereo unspecified) | -7 | 2 | 4 | 7 | 0 | -3 | 7 | -12 |
| Cc1c(NC(=O)/C(C#N)=C/c2ccc(-c3cccc(Cl)c3)o2)c(=O)n(-c2ccccc2)n1C | -5 | 32 | 14 | 26 | -17 | 22 | -1 | 11 |
| COc1ccc(OC)c(NC(=O)C(C)N2c3cccc4cccc(c34)S2(=O)=O)c1 (stereo unspecified) | 1 | -16 | 6 | -106 | 0 | 16 | -5 | -8 |
| COc1cc(C2C(C(C)=O)=C(O)C(=O)N2CCc2c[nH]c3ccccc23)ccc1O (stereo unspecified) | -8 | 8 | 17 | 26 | -7 | 7 | 6 | 3 |
| COc1ccc(CCNC(=O)CN(C)S(=O)(=O)c2ccc3c(c2)CCC(=O)N3)cc1OC | -6 | -8 | 2 | 10 | -2 | -5 | -2 | 14 |
| CCOC(=O)c1cc(CO)cc(C(=O)OCC)c1 | 1 | -1 | 7 | 2 | 1 | -2 | -2 | -3 |
| O=C(Nc1ccc2c(c1)OCO2)c1cc(C2CC2)on1 | -2 | 46 | 1 | 6 | 1 | -10 | 29 | 24 |
| O=C(Nc1ccc(SC(F)F)cc1)C12CCC(CC1)C2 | -1 | -3 | -1 | 6 | 1 | -6 | 4 | -3 |
| CCc1ccc(C2C3=C(CC(C)(C)CC3=O)OC3=C2C(=O)CC(C)(C)C3)cc1 | -3 | -3 | 6 | 8 | 1 | 19 | -3 | 3 |

Continued (2 carried over from the part before).
| mol | APOBEC3G inh | SENP6 block | UBC13 inh | SENP8 block-1 | SENP1 FRET inh | Apaf1 inhib | SENP7 inh | SENP8 block-2 |
| --- | --- | --- | --- | --- | --- | --- | --- | --- |
| O=C(Nc1ccc(SC(F)F)cc1)C12CCC(CC1)C2 | -1 | -3 | -1 | 6 | 1 | -6 | 4 | -3 |
| CCc1ccc(C2C3=C(CC(C)(C)CC3=O)OC3=C2C(=O)CC(C)(C)C3)cc1 | -3 | -3 | 6 | 8 | 1 | 19 | -3 | 3 |
| O=C(CN1CCN(C2CCCCC2)CC1)c1ccc2cc[nH]c2c1 | -9 | 2 | 10 | -468 | -7 | 2 | 6 | -2 |
| CN1CCN(c2ncnc3scc(-c4ccccc4Cl)c23)CC1 | -8 | -17 | -1 | 4 | -8 | -1 | -2 | 1 |
| COC(CNC(=O)C1CCN(S(=O)(=O)c2ccc3nc4c(c(C(=O)O)c3c2)CC(C)CC4)CC1)OC (stereo unspecified) | 2 | 3 | -5 | -31 | -24 | -3 | -10 | 4 |
| O=C(CN1C(=O)C2C3C=CC(C3)C2C1=O)OCC(=O)c1ccc(Cl)c([N+](=O)[O-])c1 (stereo unspecified) | 1 | 10 | -3 | 3 | 0 | 15 | 0 | 0 |
| O=c1ccnc(Nc2ccc([N+](=O)[O-])cc2)[nH]1 | -12 | -17 | -4 | 33 | -3 | -5 | 7 | -4 |
| COC(=O)C1(S(=O)(=O)C2(C(=O)OC)CCCC2)CCCC1 | -2 | 1 | 9 | 6 | 1 | -23 | -5 | 0 |
| COc1ccc(/C=N/NC(=O)CNC(=O)c2ccc3c(c2)OCCO3)cc1OC | -7 | -10 | -22 | 9 | 4 | -1 | -6 | -5 |
| COc1cc(NC(=O)Cn2cnc3c(SC)nc(N)nc32)cc(OC)c1OC | 7 | 10 | -14 | -85 | 2 | -3 | 12 | 3 |
| CN(C(=O)c1ccc(NC(=O)Cc2ccc([N+](=O)[O-])cc2)cc1)C1CCCC1 | -7 | -18 | -5 | 13 | 4 | 19 | -14 | -14 |
| CCC(=O)N1CCc2cc(S(=O)(=O)NCCCN3CCN(Cc4ccccc4)CC3)ccc21 | -3 | -13 | 3 | 17 | 1 | -3 | -1 | -4 |
| COc1ccc(S(=O)(=O)N2CCOC2CNC(=O)C(=O)NCCN2CCOCC2)cc1 (stereo unspecified) | -5 | -14 | 2 | 10 | 2 | 7 | 3 | 3 |
| O=C(NCc1ccco1)Nc1ccccc1Cl | 3 | -3 | -2 | -3 | 2 | 8 | 9 | -9 |
| Cc1ccccc1C(=O)c1cccn1CC(=O)NC(C)CCc1ccccc1 (stereo unspecified) | -3 | 8 | 6 | 8 | 1 | 15 | 1 | 12 |
| CN1CCN(C(=O)C2=C[C@@H](c3coc4ccccc4c3=O)C[C@@H](OCCCCO)O2)CC1 | 6 | 19 | 1 | 7 | -3 | 3 | 6 | 2 |
| O=C(Nc1ccc2oc(=O)ccc2c1)c1ccc(-c2cccc([N+](=O)[O-])c2)o1 | 4 | 2 | -23 | -35 | 2 | -9 | -3 | 8 |

Structural class, the entries above with fluorine.
| mol | APOBEC3G inh | SENP6 block | UBC13 inh | SENP8 block-1 | SENP1 FRET inh | Apaf1 inhib | SENP7 inh | SENP8 block-2 |
| --- | --- | --- | --- | --- | --- | --- | --- | --- |
| CC(C)(C)c1cc(C(=O)NNc2ccc(OC(F)(F)F)cc2)n(Cc2ccccc2)n1 | -2 | -12 | -7 | 19 | 1 | 2 | -1 | -9 |
| O=C(Cc1ccc(F)cc1)NCCS(=O)(=O)N1CCN(c2cccc(Cl)c2)CC1 | -10 | -9 | -2 | -4 | 2 | 20 | -15 | -19 |
| N#CCCN(C(=O)COC(=O)C12CC3CC(CC(O)(C3)C1)C2)c1ccc(F)cc1 | -2 | 0 | 14 | 7 | 0 | 43* | -8 | -12 |
| Cn1nc(-c2ccccc2)c(CO)c1Oc1cccc(C(F)(F)F)c1 | -7 | -9 | 6 | 4 | 4 | -7 | 2 | 8 |
| O=C(NC1CCCC1)C(c1ccncc1)N(C(=O)c1csnn1)c1ccc(F)c(Cl)c1 (stereo unspecified) | -1 | -35 | -5 | 10 | 2 | 0 | 1 | 0 |
| O=C(COC(=O)C1CCN(S(=O)(=O)c2cccs2)CC1)NCc1ccc(F)cc1 | 0 | -11 | -1 | 6 | 1 | -10 | 13 | -12 |
| CC(=O)N1c2ccc(S(=O)(=O)N3CCCC3)cc2CC1C(=O)NCc1ccccc1F (stereo unspecified) | 2 | 0 | 2 | 8 | 1 | 1 | 0 | -1 |
| CC(=O)NC(c1cc(F)c2cccnc2c1O)C1CC1 (stereo unspecified) | -6 | 8 | 1 | 4 | 0 | -12 | 8 | -1 |
| CC(=O)c1sc(NC(=O)C2CCN(C(=O)c3ccc(F)cc3)CC2)nc1-c1ccccc1 | -7 | 12 | 10 | -4 | 2 | 12 | -2 | 1 |
| O=C(Nc1ccc(SC(F)F)cc1)C12CCC(CC1)C2 | -1 | -3 | -1 | 6 | 1 | -6 | 4 | -3 |

Compounds as they come; 3.6% or so of the library scored in one or more.
